# PPARg SRC-2 ag – PPARgamma-driven SRC-2 recruitment agonism; 200,000 tested, 0.34% active; PPARgamma LBD-SRC-2 recruitment, biochemical; activation, % at 8 µM; P37231; in the data active = activation above about 22%;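 also: 0% = vehicle and 100% = reference agonist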
# G6PDH CS – counter-screen for G6PDH assay hits: L. mesenteroides G6PDH inhibition | Purified L. mesenteroides G6PDH, diaphorase/resazurin coupled fluorescence, 45 min | inhibition, % at 5 µM | 200,000 tested, 0.12% active; in the data active = inhibition above about 50%
# S1P3 antagonist – blocks the human S1P3 receptor. Q99500. CHO S1P3 NFAT-BLA reporter, FRET fluorescence, antagonist mode. inhibition, % at 4.98 µM. 170,000 tested, 0.27% active;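 active = inhibition above the plate cutoff, the mean inhibition of test wells on that plate plus 3 SD, cut at about 28% in these data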;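 also: cells challenged with S1P at its EC80 of 0.8 µM; blue over green emission ratio from cleaved BLA substrate after 4 h stimulation; 0% = S1P-stimulated wells and 100% = unstimulated DMSO-only wells; some compounds past the cut are filed as inactive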
# Target sequence (Q99500 whole entry, looked up): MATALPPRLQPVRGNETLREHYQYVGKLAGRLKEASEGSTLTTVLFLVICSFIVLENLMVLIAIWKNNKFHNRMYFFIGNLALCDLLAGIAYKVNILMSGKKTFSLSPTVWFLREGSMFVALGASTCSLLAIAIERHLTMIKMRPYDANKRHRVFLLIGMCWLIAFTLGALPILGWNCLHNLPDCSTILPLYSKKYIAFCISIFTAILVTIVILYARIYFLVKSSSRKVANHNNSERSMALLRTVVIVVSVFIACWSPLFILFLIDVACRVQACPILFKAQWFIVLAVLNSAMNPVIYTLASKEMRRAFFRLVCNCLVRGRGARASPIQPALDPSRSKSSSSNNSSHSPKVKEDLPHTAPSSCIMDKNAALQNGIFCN
# Diaph inh CS – counter-screen for diaphorase-based assays: diaphorase inhibitors and chemical oxidizers | diaphorase resazurin-to-resorufin fluorescence, NADH, 16 min; bacterial (C. kluyveri) enzyme, not human | 190,000 tested, 0.69% active | AID 1217 | inhibition, % at 20 µM;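 active = primary screen inhibition at 20 µM above a set limit, cut at about 50% in these data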;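 also: plate controls were DMSO with full reaction for no effect and wells lacking NADH for full effect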
#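 Test system: Clostridium kluyveri diaphorase enzyme / Quantity: diaphorase at 0.14 U/mL in enzyme working solution / Incubation: 16-min room-temperature incubation before reading / Benchmarks: NADH-free wells as positive control, DMSO-only neutral wells / Signal: resorufin fluorescence 544/590 nm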
# PMI act hi M6P – increases human PMI activity with near-saturating mannose 6-phosphate; 190,000 tested, 0.34% active; coupled PMI enzyme assay, resazurin fluorescence, 20 min; hits give high values; 1 = untreated enzyme, 0 = substrate-free blank; activation factor at 20 µM; P34949;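 active = activation factor of 2 or more at 20 µM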
# Target sequence (P34949 whole entry, looked up): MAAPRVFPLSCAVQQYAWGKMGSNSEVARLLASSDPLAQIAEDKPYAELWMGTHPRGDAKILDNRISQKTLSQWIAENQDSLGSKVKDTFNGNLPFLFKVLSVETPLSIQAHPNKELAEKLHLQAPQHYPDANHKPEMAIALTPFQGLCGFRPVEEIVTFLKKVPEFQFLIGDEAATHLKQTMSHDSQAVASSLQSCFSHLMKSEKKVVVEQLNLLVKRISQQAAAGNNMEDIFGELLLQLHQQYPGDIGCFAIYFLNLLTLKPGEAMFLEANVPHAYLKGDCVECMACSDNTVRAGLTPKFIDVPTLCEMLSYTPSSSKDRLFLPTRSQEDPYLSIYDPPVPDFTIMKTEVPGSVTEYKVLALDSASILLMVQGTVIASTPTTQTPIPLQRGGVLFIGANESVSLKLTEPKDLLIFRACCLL
#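 Test system: Human PMI in coupled enzyme assay | Input: 15 ng/mL PMI | Medium: HEPES-buffered pH 7.4 with magnesium and detergent | Compound: One concentration, 20 µM, in 1% DMSO | Incubation: Enzyme reaction with compound 20 min at room temperature | Detection: Diaphorase-driven resazurin-to-resorufin fluorescence, excitation 544, emission 590 nm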
# PPARg SRC-3 ag – PPARgamma-driven SRC-3 recruitment agonism; P37231; biochemical PPARgamma/SRC-3 coactivator recruitment assay; activation, % at 8 µM; 200,000 tested, 0.26% active; AID 731; in the data active = activation above about 23%;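 also: 0% = DMSO and 100% = reference agonist; some compounds past the cut are filed as inactive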
# PMI act – phosphomannose isomerase (human) activation. purified human PMI, coupled resazurin fluorescence, 20 min; hits give high values; 1 = vehicle control, 0 substrate-free wells. 190,000 tested, 0.005% active. activation factor at 20 µM. AID 1214. P34949;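 active = activation factor of 2 or more at 20 µM, relative to plate controls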
# SRC2 TRFRET art – TR-FRET artefact, counter-screen to PPARgamma/SRC-2 agonist assay; TR-FRET ratio at 8 µM; AID 1049; 200,000 tested, 0.4% active; hits give high values; in the data active = TR-FRET ratio above about 2000; also: inactives centre near 1500
# ROMK mod – modulates human ROMK potassium channel activity; Tet-inducible ROMK, thallium flux fluorescence; actives lie on both sides; B-score at 10 µM; P48048; 130,000 tested, 2% active;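 active = signal ratio slope over the read window, or its plate-corrected B-score, at least 3 SD from the plate mean, either direction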;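 also: B-score of the F/F0 ratio slope over 7 to 12 s after thallium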
# Diaph act CS – diaphorase activation or chemical reduction counter-screen | Diaphorase/resazurin coupled assay, resorufin fluorescence, 16 min; hits give high values; 1 = vehicle wells, 0 = NADH-free wells | AID 1229 | 190,000 tested, 0.005% active | activation factor at 20 µM;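 active = diaphorase activity raised at least twofold by the compound at 20 µM; inactive = activation factor below 2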
#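 Assay system: bacterial diaphorase enzyme (C. kluyveri) / Input: enzyme 0.07 U/mL final / Medium: 50 mM HEPES pH 7.4 with 4.542 mM MgCl2, 0.005% Tween 20 / Doses: single compound dose of 20 µM, 1% DMSO final / Incubation: 16 min enzyme reaction, ambient temperature / Signal: fluorescence, excitation 544 nm and emission 590 nm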
# PPARg SRC1 recr – PPARgamma-driven SRC-1 recruitment agonism. AID 631. 200,000 tested, 0.41% active. activation, % at 8 µM. PPARgamma-SRC-1 coactivator recruitment biochemical assay; in the data active = activation above about 19%;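 also: 0% = DMSO and 100% = reference agonist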
# Numbers without * were called inactive; · = no result given. Compounds were not picked by outcome, and some 3.3% of all compounds hit somewhere here.
SMILES,PPARg SRC-2 ag,G6PDH CS,S1P3 antagonist,Diaph inh CS,PMI act hi M6P,PPARg SRC-3 ag,PMI act,SRC2 TRFRET art,ROMK mod,Diaph act CS,PPARg SRC1 recr
COCc1cc(C)nc2sc(C(=O)NC3CCCCC3)c(N)c12,7.5,-15.7,·,13.9,1.3,0.4,1.1,1626,0.328,0.9,9.0
CCCCCCNC(=O)C(C(=O)OCC)C1CCCCC1 (stereo not given),3.3,3.4,-6.4,-0.5,1,2.8,1,1592,-0.541,1,0.7
Cc1cc2cc(CCNC(=O)C(C)C)c(=O)[nH]c2cc1C,-2.7,·,-18.3,·,·,7.4,·,1566,·,·,0.8
Cc1nc(-c2cccc(NC(=O)C3CCCCC3)c2)cs1,-1.2,3.1,-1.6,19.4,1,4.0,1,1727,-0.605,0.8,6.2
CCc1nnc(NC(=O)CSc2nnc(-c3ccccc3O)o2)s1,0.1,16.5,-15.2,-14.2,1.1,4.9,1,1526,0.48,1.1,4.3
Cc1ccc(-n2c(COc3c(C)cccc3C)nnc2SCC(=O)Nc2nccs2)cc1,8.6,6.7,·,0.7,1.1,6.6,1.2,1585,-1.09,1,2.6
COC(=O)c1[nH]c2cccc(Cl)c2c1NC(=O)CN(C)C1CCCCC1,-0.7,12.5,-30.4,9.9,1,2.2,1.1,1440,-0.508,0.9,-0.7
Cc1ccccc1S(=O)(=O)c1c(C)cc(C)n(CC(C)C)c1=O,2.4,5.3,·,1.6,1,5.7,1,1409,-0.305,1,0.7
c1ccc(-c2nc(CSc3nnc(-c4cccs4)o3)cs2)cc1,12.9,·,19.1,·,·,1.4,·,1746,-0.215,·,9.8
CC(C)CC(NC(N)=O)C(=O)Nc1ccc2c(c1)OCO2 (stereo not given),2.5,10.5,3.1,7.9,0.7,7.1,0.9,1663,·,0.9,2.4
Cc1ccccc1-c1nnc(-c2ccc(Br)cc2)o1,-3.0,13.3,30.8,4.5,1,-5.8,1,1523,0.273,1,3.4
CCN(CC)C(=O)c1ccc(CS(=O)(=O)c2ccc(OC)cc2)o1,6.8,-5.3,-21.1,3.8,1.2,20.2,1.2,1578,·,1,5.8
COc1cccc(C(=O)Nc2cccc(-c3nc4ncccc4o3)c2C)c1,-3.4,-0.5,20.9,19.5,1,-22.0,0.9,1563,-0.738,0.8,5.6
CCn1nc(C)c(/C=N/NC(=O)Cc2ccc(Cl)cc2)c1C,10.3,8.8,0.6,5.8,1,4.8,1.1,1729,·,0.9,6.3
Cc1ccc(-c2nnc(SCC(=O)Nc3sc(C)c(C)c3C#N)n2C)cc1,5.7,0.5,·,5.4,1,-9.9,1,1492,0.29,0.9,6.5
CC(C)CC(=O)NC(=S)Nc1cc(C(F)(F)F)ccc1N1CCOCC1,13.9,-13.7,-20.5,26.1,0.8,3.6,0.8,1386,·,0.7,0.3
O=C(NCC1CCCO1)C1CCN(C2CCN(C(=O)CC3CCCC3)CC2)CC1 (stereo not given),-4.4,14.3,-18.0,3.0,1,0.6,0.9,1454,·,1,5.9
Nc1nonc1-c1nc2ccccc2n1CC(=O)N/N=C\c1ccc(-c2ccc(Cl)cc2)o1,-1.6,0.6,·,-4.5,1,-3.1,0.9,1479,·,1,-3.1
Cc1nn(CC(=O)Nc2nccs2)c(C)c1[N+](=O)[O-],2.7,-8.1,-1.3,1.8,1,4.7,1,1550,0.27,1,3.0
Cc1cc(Cl)ccc1C(=O)C1CCCN(C(=O)CCN2CCCO2)C1 (stereo not given),2.2,13.7,-6.5,4.9,1.1,-2.3,1,1626,0.699,1,4.8
CCN(CC)S(=O)(=O)c1ccc(NC(=O)Cn2c(=O)sc3ccccc32)cc1,12.8,9.4,11.4,16.3,0.8,4.2,0.9,1436,-1.22,0.8,-3.0
N#C/C(=C\c1sc(N2CCOCC2)nc1-c1ccccc1)C(=O)Nc1cccc2ccccc12,12.5,-8.5,0.5,26.1,0.8,4.0,0.9,1553,·,0.7,1.3
CCc1ccc(NC(=O)c2ccccc2Br)cc1,2.3,9.0,-19.7,2.5,1,2.4,1,1667,0.0946,1,4.7
O=C(c1nc2ncccn2n1)N1CCN(c2ccc(F)cc2)CC1,2.2,2.6,-3.3,13.1,0.8,-2.5,0.9,1496,·,0.9,4.8
C=CCNC(=O)CCC(=O)NNc1nc2ccccc2c2nc(-c3ccccc3)nn12,-9.5,-1.9,2.4,4.9,1,-0.6,1,1759,-0.777,1,4.8
COc1cc(-c2nnc(CSc3nc4ccccc4s3)o2)cc(OC)c1OC,13.9,1.2,-8.9,43.4,0.8,11.7,0.9,1610,·,0.6,4.8
NC(=O)Nc1ccc(Oc2ncc(C(F)(F)F)cc2Cl)cc1,-3.3,4.7,-5.3,2.9,1,-0.8,1,1576,0.752,1,-5.2
CCOC(=O)c1c(-c2ccc(C)o2)csc1NC(=S)NC(=O)c1ccc(F)cc1,1.5,6.9,-3.6,25.0,0.9,-1.9,0.8,1557,0.00827,0.8,-4.9
COc1ccc(C(c2nnnn2C2CCCC2)N2CCC(C)CC2)c(OC)c1 (stereo not given),8.1,-7.3,-23.1,14.2,0.9,7.4,0.9,1534,·,0.9,-0.5
COc1ccccc1NC(=O)C1=C(C)NC(=O)NC1c1cccc(OC)c1OC (stereo not given),0.4,1.5,-14.2,-15.2,1.1,-4.3,1.1,1433,0.129,1.2,2.5
O=C(CN(Cc1ccccc1)S(=O)(=O)c1ccccc1)N/N=C/c1ccccc1[N+](=O)[O-],-0.3,4.8,·,25.5,0.8,9.0,0.8,1365,-1.14,0.7,-4.6
COC(=O)c1c(NC(=O)c2ccc(OC(C)C)cc2)sc2c1CC(C)(C)NC2(C)C,-3.5,9.4,-12.0,-29.9,1,3.8,0.9,1429,·,1.3,-2.2
CCOc1ccc2nc(SCC#N)c(C#N)cc2c1,5.6,-29.3,3.0,8.6,0.9,-1.0,0.9,1573,·,0.9,-5.2
C/C(=N\Nc1ncc(Cl)cc1Cl)c1cccs1,1.1,7.1,-17.2,10.4,0.9,-2.0,1,1473,-0.192,0.9,-11.3
Cc1ccc(-c2nnc(CSc3nc(C(C)C)nc4sc(C)c(C)c34)o2)cc1,9.8,7.3,·,16.0,0.9,-19.3,0.9,1632,-0.885,0.8,5.5
Cc1cn(C(=O)c2cccc(Br)c2)c(C)n1,-0.1,11.5,14.3,16.4,0.9,-7.5,0.9,1313,·,0.8,0.9
CC(C)C1CC(C(F)(F)F)n2nc(C(=O)O)cc2N1 (stereo not given),17.0,7.5,-3.6,28.4,0.9,2.0,0.9,2157*,-0.747,0.7,5.4
O=C(COC(=O)c1cc(=O)[nH]c2ccccc12)NC1CCCC1,5.4,10.0,-12.2,10.7,0.9,1.8,1.1,1567,0.781,0.9,5.3
C/C(CC(=O)Nc1cccc(Cl)c1Cl)=N\NC(=O)c1ccccc1Br,-4.2,8.6,2.5,10.7,0.5,1.8,0.9,1384,-0.313,0.9,-11.1
COc1ccnc(N=CNOCc2ccc(C)cc2)c1C#N,2.5,9.6,·,5.3,1,9.6,0.9,1600,0.529,0.9,2.6

# Of the compounds above, these have a nitro group on carbon:
SMILES,PPARg SRC-2 ag,G6PDH CS,S1P3 antagonist,Diaph inh CS,PMI act hi M6P,PPARg SRC-3 ag,PMI act,SRC2 TRFRET art,ROMK mod,Diaph act CS,PPARg SRC1 recr
Cc1nn(CC(=O)Nc2nccs2)c(C)c1[N+](=O)[O-],2.7,-8.1,-1.3,1.8,1,4.7,1,1550,0.27,1,3.0
O=C(CN(Cc1ccccc1)S(=O)(=O)c1ccccc1)N/N=C/c1ccccc1[N+](=O)[O-],-0.3,4.8,·,25.5,0.8,9.0,0.8,1365,-1.14,0.7,-4.6

# The list goes on:
SMILES,PPARg SRC-2 ag,G6PDH CS,S1P3 antagonist,Diaph inh CS,PMI act hi M6P,PPARg SRC-3 ag,PMI act,SRC2 TRFRET art,ROMK mod,Diaph act CS,PPARg SRC1 recr
CCCCOC(=O)c1ccc(NC(=O)COC(=O)CSc2nc(C)cc(C)n2)cc1,-1.6,-11.7,-4.0,26.0,0.9,3.2,0.9,1730,-3.12*,0.7,-0.2
CCCCN(C)Cc1c(O)ccc2c(-c3ccccc3)cc(=O)oc12,7.3,-13.4,-12.2,11.0,0.9,15.4,1,1518,·,0.9,12.7
O=C(COC(=O)C1(c2ccccc2F)CCCC1)N1CCOCC1,7.5,6.5,·,5.0,1,-7.6,1,1446,0.0281,0.9,-2.5
CCOC(=O)c1sc(NC(=O)c2c(C)nn(Cc3ccccc3)c2C)cc1C,5.2,-25.6,12.6,16.4,0.9,12.3,0.9,1643,-2.11,0.8,5.9
O=C(Nc1ccc(Cl)c(C(F)(F)F)c1)C(=O)N1CCCCC1,3.1,-11.9,1.6,10.0,1,-4.8,0.9,1545,·,0.9,-5.9
COc1ccc(OC)c(Nc2cc(-c3ccccc3)nc(N)n2)c1,16.9,18.5,26.3,5.2,1,2.6,1,1423,·,0.9,0.8
CCOC(=O)C(NC(=O)c1cccc(Cl)c1)(OCc1ccccc1)C(F)(F)F (stereo not given),-4.4,0.5,13.8,21.2,0.9,1.0,0.9,1311,·,0.8,-9.5
CN1C(=O)CC(P(=O)(c2ccccc2)c2ccccc2)N(C)C1=O (stereo not given),4.9,4.1,-27.6,13.6,0.9,2.5,0.9,1574,·,0.9,5.2
COc1ccc2nc(C)cc(N3CCC(C(N)=O)CC3)c2c1,-1.5,7.1,-3.9,-12.9,1,-1.3,1,1645,0.342,1.1,-1.2
COC(=O)C1=C(N)Oc2cc(C)n(CCc3ccccc3)c(=O)c2C1c1cccnc1 (stereo not given),-3.9,3.5,7.9,-0.8,1.1,4.8,1,1355,·,1,0.5
O=S(=O)(c1ccc(Oc2ccccc2)cc1)N1CCOCC1,4.8,1.7,7.8,11.6,0.9,11.4,0.9,1628,·,0.9,13.0
CCOc1ccc(/C=C/C(=O)Nc2ccc(C(N)=O)cc2)cc1OC,1.8,-3.8,-11.6,-11.0,1,2.7,1,1546,0.139,1.1,1.0
COc1cccc(-c2nnc(-c3ccco3)o2)c1,0.1,-6.1,5.0,2.4,1,0.2,1,1449,-0.102,1,-0.3
c1ccc(-c2nn3nnnc3c3ccccc23)cc1,-1.9,-10.3,20.8,-5.5,1,-4.3,1,1618,-0.354,1.1,3.7
